Vif inh = HIV Vif inhibition. inhibition, % at 7.49 µM. HEK293T cells, Vif self-association by quenched fluorescence, imaging, 24 h. 340,000 compounds, 0.35% hits. AID 602346; in the data active means inhibition above about 50%, passing the limit was not always enough; further: some results filed as inactive read as strong as hits
TROY signal inh = TROY signaling inhibition. inhibition, % at 10 µM. 360,000 compounds, 0.98% hits. AID 1347056. Q293 LMP1-TROYcd NF-kB luciferase reporter, 4 h;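 active means compounds whose plate-normalised and pattern-corrected inhibition of the luciferase reporter signal at the single screening dose is 50% or more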
LMP1 NFkB inh = reduces LMP1-driven NF-kappaB luciferase signal | LMP1-induced NF-kappaB luciferase reporter cells, luminescence | inhibition, % at 12.5 µM | 350,000 compounds, 0.69% hits | AID 504558; in the data active means inhibition above about 41%;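 further: 0% = neutral control wells and 100% = reference inhibitor control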
LRH-1 inv ag = suppresses constitutive activity of human LRH-1; inhibition, % at 3.6 µM; O00482; HEK293T StAR-luciferase reporter, LRH-1 transfected, 24 h; AID 602396; 360,000 compounds, 0.13% hits;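 active means inhibition above the mean inhibition of all tested compounds plus 3 SD, cut at about 73% in these data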;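 further: 0% = DMSO wells and 100% = reporter-only cells lacking LRH-1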
NCOA3 inh = inhibits human SRC3 coactivator; Q9Y6Q9; HEK293 GAL4-SRC3 luciferase reporter, luminescence; inhibition, % at 3.6 µM; 360,000 compounds, 0.17% hits; AID 588352;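 active means inhibition above a per-campaign cutoff, the mean of all compounds plus 3 SD, cut at about 60% in these data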;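 further: 0% = DMSO-treated cells and 100% = gossypol-treated cells at 36 µM; higher means less SRC3-driven luciferase light from the GAL4 reporter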
Target sequence (Q9Y6Q9 whole entry, looked up, the tested form may be a part): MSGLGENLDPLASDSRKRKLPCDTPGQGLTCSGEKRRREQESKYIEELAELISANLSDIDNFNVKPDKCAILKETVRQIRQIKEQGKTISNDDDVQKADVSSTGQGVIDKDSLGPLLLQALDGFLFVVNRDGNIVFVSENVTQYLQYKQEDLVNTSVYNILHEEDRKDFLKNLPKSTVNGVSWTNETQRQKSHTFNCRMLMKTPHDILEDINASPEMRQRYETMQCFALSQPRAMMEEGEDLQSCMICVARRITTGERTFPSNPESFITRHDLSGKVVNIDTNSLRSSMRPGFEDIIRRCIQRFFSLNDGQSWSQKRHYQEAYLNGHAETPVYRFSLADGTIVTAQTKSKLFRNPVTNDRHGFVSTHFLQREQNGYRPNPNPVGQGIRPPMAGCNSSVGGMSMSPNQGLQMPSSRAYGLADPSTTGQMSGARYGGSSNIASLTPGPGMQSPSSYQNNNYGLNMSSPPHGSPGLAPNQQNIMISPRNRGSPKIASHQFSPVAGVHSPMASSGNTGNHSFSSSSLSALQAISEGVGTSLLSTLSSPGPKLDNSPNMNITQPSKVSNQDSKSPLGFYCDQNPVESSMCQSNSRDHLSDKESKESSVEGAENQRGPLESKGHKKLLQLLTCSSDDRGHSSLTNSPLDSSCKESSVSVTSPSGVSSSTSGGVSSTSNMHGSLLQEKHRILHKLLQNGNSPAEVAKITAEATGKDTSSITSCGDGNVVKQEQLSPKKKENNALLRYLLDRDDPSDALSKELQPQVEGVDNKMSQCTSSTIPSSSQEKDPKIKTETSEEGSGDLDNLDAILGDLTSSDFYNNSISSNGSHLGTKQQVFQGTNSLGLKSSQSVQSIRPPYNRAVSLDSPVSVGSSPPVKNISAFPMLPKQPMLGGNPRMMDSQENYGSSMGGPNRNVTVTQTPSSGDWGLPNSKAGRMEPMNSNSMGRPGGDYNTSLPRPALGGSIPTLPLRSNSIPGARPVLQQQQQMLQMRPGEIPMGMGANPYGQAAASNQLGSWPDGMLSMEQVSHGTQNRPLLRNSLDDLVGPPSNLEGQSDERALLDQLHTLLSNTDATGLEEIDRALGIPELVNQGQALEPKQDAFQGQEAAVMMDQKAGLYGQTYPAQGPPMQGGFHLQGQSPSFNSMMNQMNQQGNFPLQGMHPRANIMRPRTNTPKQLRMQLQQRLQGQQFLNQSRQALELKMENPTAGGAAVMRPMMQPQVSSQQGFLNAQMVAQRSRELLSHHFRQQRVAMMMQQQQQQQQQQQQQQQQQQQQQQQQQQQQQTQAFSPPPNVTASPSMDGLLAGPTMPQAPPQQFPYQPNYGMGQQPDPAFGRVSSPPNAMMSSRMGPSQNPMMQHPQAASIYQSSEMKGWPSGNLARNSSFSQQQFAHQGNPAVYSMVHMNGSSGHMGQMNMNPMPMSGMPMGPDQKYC
NCOA2 inhibitor = inhibits human steroid receptor coactivator 2 | Q15596 | HEK293 GAL4-SRC2 luciferase reporter, luminescence | inhibition, % at 9 µM | 370,000 compounds, 0.17% hits | AID 651957;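 active means inhibition above the mean inhibition of all tested compounds plus 3 SD, set per campaign, cut at about 52% in these data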;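 further: 0% = DMSO treated cells and 100% = cells given Gossypol at 36 µM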
NR2F2 inh = NR2F2 (human) inhibition, primary screen | P24468 | AID 686940 | inhibition, % at 8.6 µM | 370,000 compounds, 0.7% hits | HEK293T NGFI-A luciferase reporter, luminescence;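 active means inhibition above a per-plate cutoff, mean inhibition of test wells between control levels plus 3 SD, cut at about 38% in these data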;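 further: cells cotransfected with COUP-TFII expression vector driving the NGFI-A reporter; 0% = median of COUP-TF2 test wells and 100% = reporter-only cells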
TLR9-MyD88 block = blocks human TLR9 binding to MyD88; CHO BLA complementation TLR9-MyD88, CCF4 FRET ratio; 340,000 compounds, 0.21% hits; Q9NR96+Q99836; inhibition, % at 4.98 µM;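 active means inhibition above the mean over all tested compounds plus 3 SD, cut at about 21% in these data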;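 further: 0% = DMSO only wells and 100% = clavulanate BLA inhibitor control wells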
TRAIL sens C8 = sensitizes caspase-8 expressing cells to TRAIL; NB7+C8 cells + TRAIL, ATPlite viability luminescence; 360,000 compounds, 1% hits; inhibition (viability loss, TRAIL sensitization), % at 10 µM;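 active means compounds causing at least 50% loss of cell viability in the single-dose screen, relative to plate controls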
NCOA1 inh = inhibitors of human steroid receptor coactivator 1 (SRC1); Q15788; HEK293 GAL4-SRC1 luciferase reporter, luminescence; 360,000 compounds, 0.12% hits; AID 588354; inhibition, % at 3.6 µM;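 active means inhibition above the campaign mean plus 3 SD, with each screening campaign given its own cutoff, cut at about 60% in these data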;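 further: 0% = DMSO treated cells and 100% = gossypol at 36 µM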
NOD2-RIPK2 inh = blocks binding of human NOD2 to RIPK2; 360,000 compounds, 0.38% hits; inhibition, % at 4.98 µM; CHO BLA complementation NOD2-RIPK2, CCF4 ratio; O43353; in the data active means inhibition above about 21%;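 further: 0% = vehicle only and 100% = reference blocker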
Numbers without * were called inactive; . = no result given.

#1 CN[C@@H](CO)C(=O)NC[C@H]1O[C@@H](n2cnc3c(N)ncnc32)[C@H](O)[C@@H]1O
#2 CCOC(=O)c1c(C(F)(F)C(F)(F)C(F)(F)C(F)(F)F)n[nH]c1C
#3 COc1ccc(CCNC(=O)Cn2nnc(-c3ccccc3F)n2)cc1OC
#4 O=C(COC(=O)Cc1c[nH]c2ccccc12)Nc1ccccc1
#5 O=C(/C=C/N1CCOCC1)c1cc2ccccc2o1
#6 N#Cc1ccc(OCC(=O)Nc2nc(-c3ccccn3)cs2)cc1
#7 Cc1ccc(-c2nc3ccc(Cl)cn3c2Cc2ccccc2)cc1
#8 Cc1cc(C)n(-c2nc3ccccc3n3cnnc23)n1

Assay by compound,1,2,3,4,5,6,7,8
Vif inh,4,18,0,-3,8,.,23,-8
TROY signal inh,-4,26,1,-4,-21,16,-70,5
LMP1 NFkB inh,.,3,-5,-2,-6,24,-22,1
LRH-1 inv ag,-14,6,-3,3,-115,25,-52,2
NCOA3 inh,8,23,7,11,-70,27,-89,7
NCOA2 inhibitor,6,19,22,-9,-13,33,-25,13
NR2F2 inh,-23,-9,-2,9,-12,4,-37,-1
TLR9-MyD88 block,.,-8,1,-1,-1,-8,-5,10
TRAIL sens C8,-7,12,-17,-2,25,8,4,0
NCOA1 inh,3,5,-2,9,-128,6,-44,-20
NOD2-RIPK2 inh,-14,-2,-5,-7,2,-15,-12,-3

#9 CCn1c(SCC(=O)Nc2ccc3c(c2)OCCO3)nnc1-c1ccco1
#10 CCOc1c2ccc(C(=O)NCCCCc3ccccc3)cc2nn1C
#11 O=C(c1cc2cc(Br)ccc2oc1=O)N1CCN(c2ccccn2)CC1
#12 COC(=O)c1[nH]c2cc(OC)c(OC)cc2c1/C=N/Nc1ccccc1
#13 COc1ccc(CN2C(=O)c3cccnc3C2=O)cc1S(=O)(=O)N(C)c1ccc(C)cc1
#14 CN(Cc1ccccc1)C(=O)c1csc([C@H]2C[C@H](O)[C@@H](CO)O2)n1
#15 COc1ccccc1NC(=O)c1nn(-c2ccc(Cl)cc2)ccc1=O
#16 O=C1c2ccccc2C(=O)N1CCOc1ccccc1Br

Assay by compound,9,10,11,12,13,14,15,16
Vif inh,6,-2,7,-11,12,-1,-11,.
TROY signal inh,5,-1,3,-11,-18,-1,-14,-42
LMP1 NFkB inh,8,0,-2,-23,1,.,5,-18
LRH-1 inv ag,37,8,1,13,1,-1,7,-65
NCOA3 inh,-52,3,9,0,5,-5,17,-27
NCOA2 inhibitor,8,21,4,-20,-11,-9,-21,-9
NR2F2 inh,-9,-4,19,-3,8,1,-21,-14
TLR9-MyD88 block,0,-2,11,6,-2,.,-10,-7
TRAIL sens C8,17,-8,1,13,-6,-14,-8,18
NCOA1 inh,-55,-2,6,14,11,7,9,-22
NOD2-RIPK2 inh,-4,9,-5,-4,-3,-7,-2,-7

Part of the list above, as tab-separated lines:
no.	compound	Vif inh	TROY signal inh	LMP1 NFkB inh	LRH-1 inv ag	NCOA3 inh	NCOA2 inhibitor	NR2F2 inh	TLR9-MyD88 block	TRAIL sens C8	NCOA1 inh	NOD2-RIPK2 inh
8	Cc1cc(C)n(-c2nc3ccccc3n3cnnc23)n1	-8	5	1	2	7	13	-1	10	0	-20	-3
9	CCn1c(SCC(=O)Nc2ccc3c(c2)OCCO3)nnc1-c1ccco1	6	5	8	37	-52	8	-9	0	17	-55	-4
10	CCOc1c2ccc(C(=O)NCCCCc3ccccc3)cc2nn1C	-2	-1	0	8	3	21	-4	-2	-8	-2	9
11	O=C(c1cc2cc(Br)ccc2oc1=O)N1CCN(c2ccccn2)CC1	7	3	-2	1	9	4	19	11	1	6	-5
12	COC(=O)c1[nH]c2cc(OC)c(OC)cc2c1/C=N/Nc1ccccc1	-11	-11	-23	13	0	-20	-3	6	13	14	-4
13	COc1ccc(CN2C(=O)c3cccnc3C2=O)cc1S(=O)(=O)N(C)c1ccc(C)cc1	12	-18	1	1	5	-11	8	-2	-6	11	-3
14	CN(Cc1ccccc1)C(=O)c1csc([C@H]2C[C@H](O)[C@@H](CO)O2)n1	-1	-1	.	-1	-5	-9	1	.	-14	7	-7
15	COc1ccccc1NC(=O)c1nn(-c2ccc(Cl)cc2)ccc1=O	-11	-14	5	7	17	-21	-21	-10	-8	9	-2

Further records
#17 O=C(CSc1nnnn1C1CCCCC1)Nc1ccc2c(c1)OCO2
#18 Cc1ccc(C)c(S(=O)(=O)C(C#N)c2nc3ccccc3nc2N2CCOCC2)c1 (centres undefined)
#19 CCOC(=O)c1cnc(SCCN2CCOCC2)nc1N
#20 CCOc1ccc(NC(=O)c2ccc(N3CC4CC(C3)c3cccc(=O)n3C4)c(NC(=O)c3ccncc3)c2)cc1 (centres undefined)
#21 O=C(COC(=O)CCc1ccccc1)Nc1ncc(Cl)cc1Cl
#22 Cc1ccccc1-c1nc2sc(C)c(C)c2c(=O)o1
#23 CSCC[C@H](NC(=O)[C@H](Cc1ccccc1)n1c(=O)[nH]c2ccccc2c1=O)C(=O)N1CCC(C(=O)O)CC1
#24 COc1ccc(CC(=O)Nc2ccc(-c3cn4cccc(C)c4n3)cc2)cc1OC

Assay by compound,17,18,19,20,21,22,23,24
Vif inh,-6,-14,12,-1,-10,-7,2,-5
TROY signal inh,-21,5,-26,-13,-3,-40,-2,10
LMP1 NFkB inh,-10,-2,-12,4,-4,5,3,-8
LRH-1 inv ag,-7,-1,-12,1,-30,-1,15,4
NCOA3 inh,1,-7,-3,-26,-1,-14,-1,-1
NCOA2 inhibitor,-16,-22,-21,3,-13,-5,15,0
NR2F2 inh,1,14,-13,13,7,-2,-2,-5
TLR9-MyD88 block,-5,3,-8,1,1,5,18,-11
TRAIL sens C8,5,0,3,-5,2,-4,-3,-10
NCOA1 inh,-26,0,-21,5,-10,4,1,6
NOD2-RIPK2 inh,-4,-14,-5,-2,3,-3,-12,-5

#25 O=C(CSc1nnc(-c2ccco2)n1Cc1ccccc1)OC1CCCCC1
#26 O=c1cc(-c2cccc(Br)c2)nc(-c2ccccc2F)o1
#27 CCc1nc(C)cn1S(=O)(=O)c1cc(C)c(OC)c(C)c1C
#28 Cc1ccc(CNc2nnnn2C)cc1
#29 CNC(=O)CO/N=C/c1ccc(N(C)C)cc1
#30 O=C(N/N=C/c1cccc(O)c1)c1ccccc1O
#31 Cc1nc(C(=O)NC2CC2)sc1C1(C)CC(c2ccccc2)=NO1 (centres undefined)
#32 COC(=O)c1ccc(OC(=O)c2ccco2)cc1

Assay by compound,25,26,27,28,29,30,31,32
Vif inh,6,-8,-5,8,2,7,0,9
TROY signal inh,-44,-4,17,6,-5,-54,-14,-3
LMP1 NFkB inh,-22,-5,-5,7,6,6,-5,-1
LRH-1 inv ag,-81,-1,-5,2,-13,-10,-15,-9
NCOA3 inh,-51,2,14,-9,-15,-47,-18,-70
NCOA2 inhibitor,-34,-1,24,-4,-8,-70,2,-3
NR2F2 inh,-54,-4,49*,-5,-17,-52,-18,8
TLR9-MyD88 block,1,-1,2,3,5,-4,-2,-6
TRAIL sens C8,-3,5,8,-9,1,39,5,-10
NCOA1 inh,-58,3,-3,5,-16,-32,-32,-15
NOD2-RIPK2 inh,11,9,-3,-6,-5,4,-7,8

#33 COC(=O)c1ccc(C2CC(=O)Nc3cc(OC)c(OC)c(OC)c32)cc1 (centres undefined)
#34 CCCNC(=O)c1noc2c1CCc1cc(OC)ccc1-2
#35 CCCc1c(O)c2ccccc2n(-c2ccccc2)c1=O
#36 O=C(CNC(=O)c1ccco1)OCc1ccccc1F
#37 CN(C)CCCN(C(=O)c1ccco1)c1nc2c(F)cccc2s1
#38 C[C@@H]1CN([C@H](C)CO)C(=O)CCCn2cc(nn2)CO[C@H]1CN(C)S(=O)(=O)c1ccc(C#N)cc1
#39 O=C(O)c1ccc(S(=O)(=O)N(CCc2ccccc2)Cc2ccc(Cl)cc2)cc1
#40 O=C(Nc1cccc(S(=O)(=O)NC2=NCCC2)c1)c1cnc(Cl)c(Cl)c1

Assay by compound,33,34,35,36,37,38,39,40
Vif inh,8,9,7,-3,9,-2,-6,-1
TROY signal inh,-25,-40,14,-25,-30,-25,17,-2
LMP1 NFkB inh,2,1,3,5,-5,-2,-15,-6
LRH-1 inv ag,6,-142,-4,13,-16,-14,17,-6
NCOA3 inh,17,-85,11,-1,19,-10,5,-7
NCOA2 inhibitor,0,-107,-1,5,-34,-2,-27,-1
NR2F2 inh,-18,-46,0,-12,-9,-9,3,8
TLR9-MyD88 block,-21,2,-9,3,-11,-8,-6,-14
TRAIL sens C8,1,43,10,14,-4,3,-9,-14
NCOA1 inh,-19,-102,1,7,18,5,-15,-7
NOD2-RIPK2 inh,-10,-10,0,-9,10,5,4,-3

#41 CCNc1nc(NC(C)C)nc(-c2ccncc2)n1
#42 O=C(Cc1ccccc1)NNC1=NS(=O)(=O)c2ccccc21
#43 O=C(Nc1ccc(F)cc1)N1CCC(c2nc3c(nnn3Cc3cccc(Cl)c3)c(=O)[nH]2)CC1
#44 COc1ccc2ccccc2c1C(O)c1nccn1C (centres undefined)
#45 O=C(COC(=O)C(Cc1ccccc1)NC(=O)c1cccs1)NCc1ccccc1 (centres undefined)
#46 Cc1ccc(N=Cc2ccc(N(C)C)cc2)cc1
#47 CC(C)C[C@H](NC(=O)c1nc[nH]c1C(=O)N1CCN(C(=O)OC(C)(C)C)CC1)C(=O)OCc1ccccc1
#48 Cc1c(NC(=O)CSc2ccccc2F)c(=O)n(-c2ccccc2)n1C

Assay by compound,41,42,43,44,45,46,47,48
Vif inh,-8,-5,7,2,59*,-5,-4,-6
TROY signal inh,20,-9,12,-9,-10,-24,-5,1
LMP1 NFkB inh,.,-8,7,-5,-2,-7,-2,4
LRH-1 inv ag,-3,7,-26,9,-17,0,7,4
NCOA3 inh,5,16,10,4,-22,8,-16,2
NCOA2 inhibitor,.,2,5,-6,-7,-10,-19,-5
NR2F2 inh,.,-17,20,1,1,0,4,-11
TLR9-MyD88 block,.,4,2,4,-3,-2,-18,8
TRAIL sens C8,5,7,10,-6,22,-22,7,3
NCOA1 inh,13,-30,5,-11,-24,1,-6,6
NOD2-RIPK2 inh,-7,-5,-4,10,9,-10,6,-2

#49 O=C(Nc1ccc(CN2CCOCC2)cc1)c1ccc(Br)o1
#50 COc1ccc(C(=O)CCC(=O)Nc2cc(Cl)c(O)c(Cl)c2)cc1
#51 Cc1c(/C=N\NC(=O)C2COc3ccc(C(C)(C)C)cc3O2)c2ccccc2n1C (centres undefined)
#52 NCCCCC(C(=O)O)N(C(=O)OCc1ccccc1)C(=O)OCc1ccccc1 (centres undefined)
#53 Cc1ccc(CCNC(=O)CN(c2cc(C)cc(C)c2)S(=O)(=O)c2c(C)noc2C)cc1

Assay by compound,49,50,51,52,53
Vif inh,5,9,14,-1,-12
TROY signal inh,-49,-14,6,7,-10
LMP1 NFkB inh,-12,1,-4,.,-3
LRH-1 inv ag,-121,9,9,13,-11
NCOA3 inh,-79,-10,14,2,-13
NCOA2 inhibitor,-57,-13,1,.,-12
NR2F2 inh,-25,-20,7,.,-16
TLR9-MyD88 block,-14,11,3,.,5
TRAIL sens C8,39,-6,10,-1,-2
NCOA1 inh,-58,-26,6,-2,-12
NOD2-RIPK2 inh,-26,-2,3,-9,6

Bioassay records (PubChem BioAssay)

Only part of the results is shown. The share of hits here may be higher or lower than overall.
